Screening results deposited in PubChem by Johns Hopkins Ion Channel Center.
KCNQ2 block: KCNQ2 channel blockers in CHO-K1 cells – cell-based, FluxOR thallium flux, B-score, primary screen (AID 2156); B-score at 10 µM; 1.1% of 310,000 active; O88943; 20 min; hits give low values;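 active = fluorescence ratio B-score at most minus 3 library SDs, with starting brightness B-score within 2 library SDs, cut at about -5.5 in these data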
Target sequence (O88943 whole entry, looked up): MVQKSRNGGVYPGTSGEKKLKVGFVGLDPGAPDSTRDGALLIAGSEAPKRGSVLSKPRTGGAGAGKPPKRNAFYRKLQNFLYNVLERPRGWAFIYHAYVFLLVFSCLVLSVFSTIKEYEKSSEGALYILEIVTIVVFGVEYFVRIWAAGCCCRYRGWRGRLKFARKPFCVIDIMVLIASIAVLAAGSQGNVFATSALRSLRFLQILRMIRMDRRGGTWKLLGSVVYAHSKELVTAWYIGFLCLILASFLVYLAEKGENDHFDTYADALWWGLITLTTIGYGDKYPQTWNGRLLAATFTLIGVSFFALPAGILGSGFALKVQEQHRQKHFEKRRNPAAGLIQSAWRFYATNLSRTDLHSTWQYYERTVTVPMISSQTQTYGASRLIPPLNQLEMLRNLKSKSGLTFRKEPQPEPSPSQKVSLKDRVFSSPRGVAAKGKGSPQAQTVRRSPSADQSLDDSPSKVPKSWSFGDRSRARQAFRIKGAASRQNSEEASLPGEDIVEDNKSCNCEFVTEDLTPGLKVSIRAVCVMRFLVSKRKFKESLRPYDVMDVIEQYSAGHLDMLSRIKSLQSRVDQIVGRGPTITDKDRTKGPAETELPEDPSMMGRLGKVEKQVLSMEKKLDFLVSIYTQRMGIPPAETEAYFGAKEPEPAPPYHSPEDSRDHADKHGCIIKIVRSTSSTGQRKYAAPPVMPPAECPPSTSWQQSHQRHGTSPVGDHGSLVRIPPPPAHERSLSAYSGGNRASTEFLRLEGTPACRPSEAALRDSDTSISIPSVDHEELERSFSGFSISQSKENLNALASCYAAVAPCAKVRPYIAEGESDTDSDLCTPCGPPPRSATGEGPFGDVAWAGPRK
CHT block: inhibitors of human choline transporter CHT. Q9GZV3. CHT-expressing cells, membrane potential dye, choline response; hits give low values. B-score at 10 µM. 0.86% of 310,000 active;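 active = B-score over 3 SD under the library average, and starting fluorescence ratio not unusually high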;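 note: choline stimulus applied at its EC90 after an EC20 pre-addition; B-score computed on integrated fluorescence ratio after choline addition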
* hit, by the source's call; i = inactive; nt = no result given.

KCNQ2 block,CHT block,compound
i,i,OC1CCCN(C(=S)NCc2ccccc2)C1 (configuration not stated)
i,i,Cc1cc(C)n(CC2CC(=O)N(c3ccc(Cl)cc3)C2=O)n1 (configuration not stated)
i,i,Cn1c(SCc2ccc(F)cc2)nnc1-c1ccncc1
i,i,COc1ccccc1NS(=O)(=O)c1ccc(NC(=O)CCNC(=O)c2ccco2)cc1
i,i,O=C(CN1CCN(Cc2ccccc2Cl)C1=O)NCC1CCCO1 (configuration not stated)
i,i,Cc1occc1C(=O)Nc1cccnc1
i,i,Cc1nnc(SCC(=O)NC2CCCCC2)s1
i,i,Cc1ccccc1NC(=O)Nc1ccc2c(c1)OCO2
i,i,O=C(O)CSc1nccc2ccccc12
i,i,Cc1ccc(S(=O)(=O)N2CCN(C3CCC(c4ccccc4)CC3)CC2)cc1 (configuration not stated)
-7.36*,i,Cc1ccc(SCC(=O)c2cc(C)c(OC(=S)N(C)C)c(C)c2)cc1
i,i,COc1ccc(C(CC(=O)c2ccccc2)CC(=O)c2ccccc2)cc1
i,i,CC1(C)CC(=O)C2=C(C1)Oc1ncn(CCO)c(=N)c1C2c1ccccc1 (configuration not stated)
i,i,CC12CCC(C(=O)N/N=C/c3ccc(O)cc3)(OC1=O)C2(C)C (configuration not stated)
i,i,COc1ccc(C2/C(=C(/O)c3ccccc3)C(=O)C(=O)N2c2ccccn2)cc1 (configuration not stated)
i,i,FC(F)Oc1ccc(NC(=S)N2CCN(Cc3ccccc3)CC2)cc1
i,i,CC(C)(C)n1nnnc1C(c1ccncc1)N1CCN(c2ccc(O)cc2)CC1 (configuration not stated)
i,i,O=C(c1ccco1)N1CCN(C(=O)c2ccccc2OCc2ccc(Cl)cc2)CC1
i,i,COc1ccccc1NS(=O)(=O)c1cc(C(=O)NCCC(C)C)ccc1F
i,i,O=C1C2CCCN2C(c2cccc(F)c2)N1c1cccc(Cl)c1 (configuration not stated)
i,i,Cc1cccc(C)c1NS(=O)(=O)c1ccc2c(c1)C(=O)c1ccccc1C2=O
i,i,O=C(COc1ccccc1)OCc1cc2ccccc2[nH]c1=O
i,i,Cc1cc(C)cc(OCCCCn2cncn2)c1
i,i,COc1cc(NS(=O)(=O)c2ccc(Cl)cc2)c(C(=O)O)cc1OC
i,i,COC(=O)c1cc(S(=O)(=O)NCCc2cccc(C)c2)cn1C
i,i,COc1ccc(NC(=O)CN2CCCN(S(=O)(=O)c3ccc(F)cc3)CC2)c(OC)c1
i,i,COC(=O)CCC(=O)c1oc2ccc(OC)cc2c1N
i,i,COc1cc2c(cc1OC)C(C(=O)Nc1cc(C)c(OC)c(C)c1)CC(=O)N2 (configuration not stated)
i,i,COc1ccc(N2C(=O)CC(N3CCN(S(=O)(=O)c4cc(C)ccc4C)CC3)C2=O)cc1 (configuration not stated)
i,i,O=C1OC(c2ccccc2)c2ccccc21 (configuration not stated)
i,i,COc1ccc(C)cc1NC(=O)CN(C)S(=O)(=O)c1ccc2c(c1)n(C)c(=O)c(=O)n2C
i,i,COc1ccc(N(CC(=O)NCc2ccco2)S(=O)(=O)c2ccc(C)cc2)cc1OC
i,i,CCNC(=S)N=Nc1c(O)n(Cc2ccc(Cl)cc2)c2ccccc12
i,i,O=C(/C=C/c1ccccc1)NCC(=O)N/N=C/c1ccco1
i,i,Cc1nn(-c2ccccc2)c(N)c1N=Nc1cccnc1
i,i,Oc1ccccc1C1=Nc2ncnn2C(c2ccccc2)C1 (configuration not stated)
i,i,Oc1ccccc1Cn1nnc2ccccc21
i,i,Cc1ccc[n+](-c2nc3ccccc3nc2[N-]S(=O)(=O)c2ccccc2)c1
i,i,Cc1cccc(NC(=O)Cn2c(=O)n3nc(CCn4nc(C)cc4C)nc3c3ccccc32)c1
i,i,O=[n+]1cc(-c2cccc3ccccc23)n([O-])c2c1CCC2

Entries listed above marked active in KCNQ2 block:
KCNQ2 block,CHT block,compound
-7.36*,i,Cc1ccc(SCC(=O)c2cc(C)c(OC(=S)N(C)C)c(C)c2)cc1

Whole records as entered above. Order of values: KCNQ2 block	CHT block
O=C(/C=C/c1ccccc1)NCC(=O)N/N=C/c1ccco1 reads i	i
CCNC(=S)N=Nc1c(O)n(Cc2ccc(Cl)cc2)c2ccccc12 reads i	i
Oc1ccccc1Cn1nnc2ccccc21 reads i	i
Cc1ccc[n+](-c2nc3ccccc3nc2[N-]S(=O)(=O)c2ccccc2)c1 reads i	i

(cont.)
KCNQ2 block,CHT block,compound
i,i,Cc1ccc2nc(NC(=O)CCn3c(=O)sc4ccccc43)sc2c1
i,i,COc1ccc(NC(=O)[C@@H](NC(=O)c2ccccc2F)C(C)C)cc1S(=O)(=O)N1CCOCC1
i,i,NC(N)=NS(=O)(=O)c1ccc(NC(=S)NC(=O)c2ccncc2)cc1
i,-6.77*,CC(=O)N1c2ccc(S(=O)(=O)NCCC(=O)NC3CCCC(C)C3C)cc2CC1C (configuration not stated)
i,i,O=C(CN(C1CCCCC1)S(=O)(=O)c1ccc(Cl)cc1)N1CCOCC1
i,i,O=S1(=O)NC(=NCC(c2ccco2)N2CCCCC2)c2ccccc21 (configuration not stated)
-7.02*,i,CC(C)Cn1cc(C(=O)N2CCC(C)CC2)c2c3ccccc3n(C)c2c1=O
i,i,C=Cn1cc[n+](CC(=O)c2cccs2)c1
i,i,CCOC(=O)Nc1ccc(OC)c([N+](=O)[O-])c1
i,i,Cc1ccc(C(=O)c2ccccc2C(=O)OCC(=O)Nc2cccc([N+](=O)[O-])c2)cc1
i,i,Nc1ccc(C(=O)NCC2(c3ccccc3)CCCC2)cc1
i,i,Cc1ccccc1-n1nc2c(c1NC(=O)CC(C)C)CS(=O)C2 (configuration not stated)
i,i,Cc1cc2c(cc1S(=O)(=O)CCC(=O)NCCc1ccccc1)OCC(=O)N2
i,i,CNS(=O)(=O)c1cccc(C(=O)OCC(=O)Nc2ccc(N3CCCCC3)cc2)c1
i,i,Cc1[nH]c(=O)c(C#N)c(C)c1CCC(=O)N(C)CC(=O)Nc1ccc(Cl)c(Cl)c1
i,i,CC(COC(=O)c1ccccc1)(COC(=O)c1ccccc1)/[N+]([O-])=C/c1ccccc1
i,i,Clc1ccccc1-c1nnc2sc(-c3ccco3)nn12
i,i,Cc1c(C(=O)NC2CC2)oc2ccc(S(=O)(=O)N3CCCCCC3)cc12
i,i,CCN(CC)C(=S)SCC(=O)Nc1ncc2c(n1)CC(C)(C)CC2=O
i,i,CC(=O)c1c(C)[nH]c(C(=O)OCc2cccc(C)c2)c1C
i,i,Nc1nc(SCCO)[nH]c(=O)c1NC(=O)c1ccc(Br)o1
i,i,COc1ccc(C)cc1NC(=O)c1ccccc1N(C)S(=O)(=O)c1ccccc1
i,i,COC(=O)c1ccccc1NC(=O)C1CCN(S(=O)(=O)c2cc(OC)ccc2OC)CC1
i,i,COC(=O)c1cc(OC)c(OC)cc1NC(=O)Nc1cccc(C(C)=O)c1
i,i,CCn1c(=O)c(C(=O)Nc2nc3ccccc3[nH]2)c(O)c2ccccc21
i,i,CC1CCN(c2ccc([N+](=O)[O-])cc2C(=O)N2CCOCC2)CC1
i,i,OCCCNCc1ccc(N(c2ccccc2)c2ccccc2)cc1
i,i,COc1cc(OC)cc(C(=O)N[C@H](C(=O)Nc2cc(F)ccc2C)C(C)C)c1
i,i,CCCCSc1cc(C)nc(N)n1
i,i,Cn1nc(C(=O)NCCN2CCOCC2)c2ccccc2c1=O
i,i,CCOc1ccccc1N(CC(=O)Nc1ccc2c(c1)OCO2)S(C)(=O)=O
i,i,Cc1cc(Cl)ccc1OC(C)c1nnc(N)s1 (configuration not stated)
i,i,CCOc1ccc(CNC(=O)C2CCN(S(=O)(=O)CC)CC2)cc1OC
i,i,O=C(/C=C/c1ccccc1Cl)Nc1ccccc1
i,i,CC(=O)Nc1ccccc1NS(=O)(=O)c1cccc([N+](=O)[O-])c1
i,i,Cc1ccc(NS(=O)(=O)c2cc(C(=O)OCC(=O)NCC3CCCO3)ccc2C)cc1 (configuration not stated)
i,i,Cc1c(C(=O)n2cnc3ccccc32)cccc1[N+](=O)[O-]
i,i,Cc1ccc(C)c(NC(=O)CSc2nnc(C)c(=O)n2N)c1
i,i,CCC(OC(=O)CN1C(=O)C(=O)c2ccccc21)C(=O)Nc1ccc(S(N)(=O)=O)cc1 (configuration not stated)
i,i,N/C(=N\N=C\c1ccco1)SC1CC(=O)N(c2ccccc2)C1=O (configuration not stated)
i,i,O=C(CCSc1ccc(Cl)cc1)NC12CC3CC(CC(C3)C1)C2
i,i,CCOC(=O)C1=C(N)N(c2ccccc2Oc2ccccc2)C(=O)C1
i,i,COc1ccccc1C(=O)N1CCc2ccccc21
i,i,O=S(=O)(/N=C(/Nc1cccc2ccccc12)c1ccccc1)c1ccc(Br)cc1
i,i,O=C(c1ccccc1)c1ccc(NCCCn2ccnc2)c([N+](=O)[O-])c1
i,i,Cc1occc1C(=O)Nc1cccc(C(F)(F)F)c1
i,i,O=C(c1cnc2c(c1)COc1ccc(Cl)cc1-2)c1ccccc1O
i,i,CC(C)(C)c1nc(-c2ccccc2)nc2c1OCCC2
i,i,Cn1c(=O)cc(SCC(=O)Nc2ccc3c(c2)OCO3)c2ccccc21
i,i,CC(C)(C)OC(=O)NCCCCCc1nnc(SCc2ccccc2F)o1
i,i,COc1ccc(-c2cc(C(=O)NCC3CCCO3)c3cc(C(C)C)ccc3n2)cc1 (configuration not stated)
i,i,COc1ccc(-n2c(SCC(=O)N3CCN(c4ccccc4)CC3)nc3c(c2=O)SCC3)cc1
i,i,O=C(Nc1ccccc1)N(C1=NCCC1)c1ccc(OC(F)F)cc1
i,i,Cc1cccc(NC(=O)C2CCCN(C(=O)Nc3ccc(F)cc3)C2)c1 (configuration not stated)
nt,i,Cc1cc(C)c2cc(C#N)c(N3CCCC3)nc2c1
i,i,CC(C)C(=O)Nc1cccc(C(=O)Nc2nccs2)c1
i,i,O=C(O)c1cc(N/N=C/c2ccc(N3CCOCC3)s2)ccc1Cl
i,i,COC(=O)c1ccccc1NC(=O)C1CC(=O)N(c2ccccc2)C1 (configuration not stated)
i,i,O=C(O)CC1(Cc2nc(-c3cccs3)no2)CCCC1
i,i,O=C(CSc1nc2cc([N+](=O)[O-])ccc2n1-c1ccccc1)NCc1ccc2c(c1)OCO2

A second format for part of the listing above:
Value order – KCNQ2 block	CHT block
Cn1c(=O)cc(SCC(=O)Nc2ccc3c(c2)OCO3)c2ccccc21
 : i	i
CC(C)(C)OC(=O)NCCCCCc1nnc(SCc2ccccc2F)o1
 : i	i
COc1ccc(-c2cc(C(=O)NCC3CCCO3)c3cc(C(C)C)ccc3n2)cc1 (configuration not stated)
 : i	i
COc1ccc(-n2c(SCC(=O)N3CCN(c4ccccc4)CC3)nc3c(c2=O)SCC3)cc1
 : i	i
O=C(Nc1ccccc1)N(C1=NCCC1)c1ccc(OC(F)F)cc1
 : i	i
Cc1cccc(NC(=O)C2CCCN(C(=O)Nc3ccc(F)cc3)C2)c1 (configuration not stated)
 : i	i
Cc1cc(C)c2cc(C#N)c(N3CCCC3)nc2c1
 : nt	i

Continued.
KCNQ2 block,CHT block,compound
i,i,Cc1ccc2nc3c(c(C(=O)OCC(=O)NC4CCS(=O)(=O)C4)c2c1)CCCC3 (configuration not stated)
i,i,C=CCOc1ccc(CNn2cn[nH]c2=S)cc1OC
i,i,CC(=O)NC(C)C12CC3CC(CC(C(=O)O)(C3)C1)C2 (configuration not stated)
i,i,Cc1ccc(C(C)C)cc1S(=O)(=O)Nc1ccncc1
i,i,O=C(N[C@H]1CCC(=O)N([C@H](CSc2ccccc2)Cc2ccccc2)CC1)OCc1ccccc1
i,i,Cc1sc2ncn(CC(=O)N3CCCCC3)c(=O)c2c1C
i,i,CCC(C)(C)n1nnnc1C(c1ccc(F)cc1)N1CCC(C(N)=O)CC1 (configuration not stated)
i,i,Cc1ccc2[nH]c(=O)c(CN(CCCO)C(C)c3nnnn3Cc3ccco3)cc2c1 (configuration not stated)
nt,i,CC(NC(=O)Cn1ccsc1=N)C12CC3CC(CC(C3)C1)C2 (configuration not stated)
i,i,O=S(=O)(c1ccc(Br)cc1)N1CCCN(Cc2ccccc2F)CC1
i,i,Cc1ccc(C(=O)Nc2ccc(C(=O)N3CCCCC3)cc2)o1
i,i,COC(=O)[C@@]1(Cc2ccc(OC)cc2)[C@H]2c3cc(C(=O)N(C)C)n(CCc4ccc(OC)c(Br)c4)c3C[C@H]2CN1C(=O)c1ccccc1
i,i,Fc1ccc(CSc2nnc(-c3cccnc3)o2)cc1
i,i,O=C(NNC(=O)C1CCCN(c2ncccn2)C1)c1ccc(F)cc1 (configuration not stated)
i,i,CCOC(=O)Cn1nc(C)c(NC(=O)COc2ccc(C)c(C)c2)c1C
i,-5.43*,COc1ccc(-c2sc(Nc3ccccc3)n[n+]2-c2ccc(F)cc2)c(C)c1C
i,i,CCOc1ccc(/C=C2/C(=O)N(c3ccc(OC)cc3)C(=S)N2CC(=O)OC)cc1OCC
i,i,CCOC(=O)N1CCN(C(=O)c2cn(CC)c3ccc(S(=O)(=O)N(C)C4CCCCC4)cc3c2=O)CC1
i,i,CCn1c(SCC(=O)N2CCOCC2)nnc1C(C)NC(=O)c1ccccc1 (configuration not stated)
i,i,COc1ccc(NS(=O)(=O)c2cc(NC(=O)C3CCCO3)ccc2N2CCCCC2)cc1 (configuration not stated)
i,i,Clc1ccc(COc2ccccn2)cc1Cl
i,i,CC(C)Oc1ccc(C(=O)Nc2cccc3cccnc23)cc1
i,i,Nc1nonc1C(=O)N/N=C/c1cc(Br)ccc1O
i,i,CON1C(=O)C(=O)N(OC)C(C)(C)C1C (configuration not stated)
i,i,COc1cc(NC(=S)NNC(=O)CC(C)C)c(OC)cc1Cl
i,i,CCc1ccc(-c2cc3c(=O)n(CC(=O)NCCCN4CCC(Cc5ccccc5)CC4)nc(C)n3n2)cc1
